# thrombin 1536: thrombin (human) inhibition; alpha-thrombin, Boc-VPR-AMC fluorogenic substrate cleavage; hit rate 0.26% among 220,000; P00734; inhibition, % at 5 µM;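 active means inhibition at or above 40%; inactive means inhibition below 40%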;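 further: 0% = enzyme with no compound and 100% = wells without enzyme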
#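 System: human alpha-thrombin protein; Compound dosing: one concentration per compound, 5 µM, with 0.2% DMSO; Timing: reaction at room temperature; Technique: AMC fluorescence, 355/460 nm; Controls: enzyme without compound as high, wells lacking enzyme as low.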
# EBV gp42 block: inhibitors of Epstein-Barr virus glycoprotein 42. Q1HVG2. Fluorescence polarization binding assay, mP read-out. inhibition, % (tested at 21.74 µM). hit rate 0.42% among 220,000; in the data active means inhibition above about 50%
# Target sequence (Q1HVG2 whole entry, looked up): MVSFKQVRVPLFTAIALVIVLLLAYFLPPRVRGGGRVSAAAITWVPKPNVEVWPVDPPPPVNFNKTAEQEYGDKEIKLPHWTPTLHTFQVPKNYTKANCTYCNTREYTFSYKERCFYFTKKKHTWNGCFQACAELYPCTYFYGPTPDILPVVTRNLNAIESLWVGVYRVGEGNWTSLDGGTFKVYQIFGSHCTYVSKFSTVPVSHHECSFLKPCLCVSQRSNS
# Furin inhibitor: blocks human furin protease activity; hit rate 0.061% among 220,000; inhibition, % at 30 µM; purified furin, fluorogenic substrate cleavage; AID 463115; P09958; in the data active means inhibition above about 25%; further: inactives centre near -15
# Target sequence (P09958 108-714 limits assumed): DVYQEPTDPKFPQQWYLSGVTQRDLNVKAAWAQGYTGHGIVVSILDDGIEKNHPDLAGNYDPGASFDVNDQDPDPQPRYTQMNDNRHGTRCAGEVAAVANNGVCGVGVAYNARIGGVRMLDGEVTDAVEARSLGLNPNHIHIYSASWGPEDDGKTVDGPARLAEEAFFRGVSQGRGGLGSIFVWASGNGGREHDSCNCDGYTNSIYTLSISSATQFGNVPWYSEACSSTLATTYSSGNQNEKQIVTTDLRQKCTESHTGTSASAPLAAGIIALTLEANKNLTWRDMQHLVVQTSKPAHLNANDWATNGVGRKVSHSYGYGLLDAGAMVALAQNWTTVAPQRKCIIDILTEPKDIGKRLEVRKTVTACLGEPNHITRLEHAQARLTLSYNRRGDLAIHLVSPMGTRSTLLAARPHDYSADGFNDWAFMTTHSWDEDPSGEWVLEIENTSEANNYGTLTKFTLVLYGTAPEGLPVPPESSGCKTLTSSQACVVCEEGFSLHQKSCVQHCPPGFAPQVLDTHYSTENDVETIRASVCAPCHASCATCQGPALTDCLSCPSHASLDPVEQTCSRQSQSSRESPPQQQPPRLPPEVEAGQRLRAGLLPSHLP
# Cl transport mod: modulates chloride dependent transport by human KCC2 | Q9H2X9 | KCC2 cells, thallium flux FluoZin-2 fluorescence | B-score of Tl+ flux slope (higher = more flux/activation; lower = inhibition) at 10 µM | hit rate 2.2% among 190,000 | AID 1456;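 active means thallium flux slope and its plate-corrected score both differing from the plate sample mean at a set confidence after two filtering rounds, in either direction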;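 further: slope of fluorescence scaled to starting intensity during 10 to 20 s after thallium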
# TbHK1 inh: blocks Trypanosoma brucei hexokinase 1 activity | hit rate 0.11% among 220,000 | AID 1430 | recombinant TbHK1, G6PDH-coupled NADH A340 | inhibition, % at 10 µM;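 active means inhibition of 50% or more in the single-dose primary screen; inactive means inhibition below 50%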
# m-calpain inh: blocks pig calpain II enzyme activity. purified calpain II, fluorogenic peptide substrate, 30 min. inhibition, % at 16 µM. hit rate 0.37% among 220,000. AID 1236;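 active means inhibition above about 50%, limit read from the data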
# PPC-1+TRAIL kill: compounds killing PPC-1 cancer cells with TRAIL present (potentiator screen, no TRAIL-free arm); PPC-1 cells + TRAIL, ATPLite viability luminescence; cell killing (% activity), % at 4 µM; hit rate 0.41% among 220,000; AID 1443;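 active means cell killing above 50% in the first pass at 4 µM, then a duplicate retest at 5 µM averaging 50% or more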;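 further: plate controls were cells with TRAIL plus DMSO for no effect and medium-only wells lacking cells for full effect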
# TRPN1 ag: agonists of zebrafish TRPN1 channel; HEK293 zebrafish TRPN1-YFP, Fluo-8 calcium fluorescence; 100% = response to 87 µM carbachol; activation, % at 3 µM; hit rate 0.18% among 220,000;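 active means activation above its plate's cutoff, the mean activation of test wells on that plate plus 3 SD, cut at about 19% in these data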;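 further: 0% = DMSO alone and 100% = 87 µM carbachol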
#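 System: zebrafish TRPN1-YFP in HEK293 cells / Dosing: 3 µM single point / Timing: dye loading 1 h at 37 °C, then 30 min room temperature / Signal: Fluo-8 calcium fluorescence, excitation 470-495 nm, emission 515-575 nm / Read-out basis: percent activation from peak over basal fluorescence ratio, control-normalized / Control set: high carbachol 87 µM, low DMSO alone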
# TRPML3 ag: agonists of human TRPML3 channel; Q8TDD5; HEK293 TRPML3-YFP, Fluo-8 calcium fluorescence; 100% = the carbachol control signal; activation, % at 3 µM; hit rate 0.29% among 220,000;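 active means activation above its plate's cutoff, the mean activation of the plate's test wells plus 3 SD, cut at about 12% in these data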;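 further: 0% = DMSO only wells and 100% = carbachol wells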
#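 Material: HEK293 cells stably carrying human TRPML3-YFP; compound dosing: single dose, 3 µM final nominal compound, 0.3% DMSO final; incubation: 1-h 37 °C dye load, 5-s basal, 120-s post-compound reads; technique: Fluo-8 intracellular calcium fluorescence, excitation 470-495 nm, emission 515-575 nm; read-out basis: percent activation from peak-to-basal fluorescence ratio, scaled between DMSO and carbachol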
# An asterisk follows results filed as active; i = inactive; x = not tested or not shown; [ ] = dose if it differs, or a comment.
SMILES,thrombin 1536,EBV gp42 block,Furin inhibitor,Cl transport mod,TbHK1 inh,m-calpain inh,PPC-1+TRAIL kill,TRPN1 ag,TRPML3 ag
COC(=O)c1ccc(Oc2nc(C(N)=O)cc(-c3ccccc3)n2)cc1,3.1,-6.2,-18.2[20 µM],-0.442,-0.7,18.1,17.5,0.0,0.2
O=[N+]([O-])c1ccccc1S(=O)(=O)N1CCc2ccccc2C1,-5.1,9.7,-20.8,-2.77,-0.9,16.3,x,-1.1,2.3
CCOC(=O)C1CCCN(c2nc3ccccc3nc2C(C#N)C(=O)NCc2ccccc2)C1 (stereo not drawn),4.7,54.0*,-13.6[20 µM],-1.44,-12.5,26.4,-8.2,-0.7,0.1
CSCc1cc(N(C)C)nc(SCc2ccc(Cl)cc2Cl)n1,-1.3,-13.5,-14.0,0.0383,6.0,8.9,-5.3,0.5,0.8
CCNS(=O)(=O)c1ccc(NC(=O)c2cc(C(F)(F)F)nn2C)cc1,2.4,1.8,-5.0,-0.449,16.0,23.8,11.1,0.1,-0.4
Cc1ccc(C)c(S(=O)(=O)NCC(=O)Nc2sc3c(c2C(N)=O)CCC(C)C3)c1 (stereo not drawn),-7.8,-17.6,-23.4[20 µM],0.931,-18.0,-30.5,28.0,0.5,0.9
CC1CN(C(=O)c2scc3c2OCCO3)CC(C)O1 (stereo not drawn),1.2,1.9,-12.0[20 µM],-0.0582,-1.7,25.5,-2.4,0.8,0.6
O=S(=O)(c1ccc(Br)s1)N1CCc2ccccc2C1,33.8,-18.7,-12.3[20 µM],-0.318,-0.1,33.9,-8.8,-0.7,9.6
Cc1cc(CSc2ccccc2)ccc1NC(=O)c1ccc(CN2CCOCC2)cc1,1.6,-3.8,-9.1,0.0837,-6.7,3.5,32.3,9.9,3.9
Cc1ccccc1Nc1nc(-c2sc(NC(=O)c3cccc(Cl)c3)nc2C)cs1,-2.5,-12.4,-10.8[20 µM],0.195,-2.8,-162.3,8.4,0.0,0.2
O=C(CN(Cc1ccccc1Cl)C(=O)c1ccc(CN2CCOCC2)o1)NCC1CCCO1 (stereo not drawn),0.7,-6.0,-12.3[20 µM],0.342,3.4,-14.8,18.5,1.6,0.2
O=C(N/N=C/c1cc([N+](=O)[O-])ccc1O)c1c[nH]c2ccccc12,-3.9,-4.7,-24.4,-0.833,-16.5,-5.4,25.2,-2.0,0.6
Cc1cccc(-c2ccc(C=Nc3c(C)n(C)n(-c4ccccc4)c3=O)o2)c1,2.2,-6.8,-13.7,x,-48.7,13.9,9.0,1.2,-0.6
COc1ccc(C2CC(c3cccs3)=NN2c2nc(C)c(C(C)=O)s2)cc1OC (stereo not drawn),-7.2,-15.1,-20.1,-0.929,-9.7,-143.7,7.4,-0.8,0.0
N/C(CS(=O)(=O)c1ccccn1)=N\OC(=O)c1ccccc1Cl,0.8,-17.8,-12.7,0.352,-9.5,-0.1,-13.4,1.6,1.1
O=C(COc1ncnc2ccccc12)NCC1CCCO1 (stereo not drawn),1.2,-9.1,-18.2,1.09,-6.0,-7.3,-15.1,1.3,-0.8
Cn1c(=O)nc2n(Cc3ccccc3)c3ccccc3cc-2c1=O,-4.3,-76.7,-40.6,-0.227,-1.2,-484.7,30.0,-1.5,0.3
Cc1nc(NC(=O)CSc2ccccc2N)sc1C,-0.3,-12.1,-26.9,0.754,2.4,-11.2,3.4,0.1,-0.2
CC(C)N(CCNCC(O)COc1ccc(C(C)(C)c2ccccc2)cc1)C(C)C (stereo not drawn),-4.4,-6.2,-25.6,0.287,19.2,-8.4,6.0,3.1,-0.6
CSc1c(C#N)sc(=S)n1-c1ccc(C)cc1,-4.0,-4.1,-4.0,x,-8.4,16.7,15.2,-1.9,-0.9
Cc1cc(NC(=O)CSc2nc(-c3ccccc3)nc3c2c(=O)n(C)c(=O)n3C)no1,1.5,-16.5,-21.0,0.18,-9.5,-3.8,-8.6,1.3,0.8
CCOC(=O)c1nn(-c2ccccc2)c(C#N)c1N,-7.6,8.0,-111.3,0.14,-7.4,i,11.6,-0.3,-0.2
CC(C)NC(=O)C1(c2ccccc2)CCOCC1,-6.5,-7.1,-12.2[20 µM],-0.00653,3.8,6.9,16.4,0.8,1.6
O=C(CCOc1ccccc1)NCC(c1ccco1)N1CCCCC1 (stereo not drawn),-7.1,-5.9,-19.7,0.716,8.9,-13.4,6.9,0.1,0.2
CN1CCC(=NNC(=O)c2cn(-c3ccccc3)nc2-c2ccccc2)CC1,-8.3,3.7,-14.3,-0.0681,-2.3,25.3,17.9,0.6,0.3

# Only TRPN1 ag (4 entries from above):
canonical_smiles,TRPN1 ag
Cc1ccc(C)c(S(=O)(=O)NCC(=O)Nc2sc3c(c2C(N)=O)CCC(C)C3)c1 (stereo not drawn),0.5
CC(C)N(CCNCC(O)COc1ccc(C(C)(C)c2ccccc2)cc1)C(C)C (stereo not drawn),3.1
Cc1cc(CSc2ccccc2)ccc1NC(=O)c1ccc(CN2CCOCC2)cc1,9.9
Cc1nc(NC(=O)CSc2ccccc2N)sc1C,0.1

# (list continues)
SMILES,thrombin 1536,EBV gp42 block,Furin inhibitor,Cl transport mod,TbHK1 inh,m-calpain inh,PPC-1+TRAIL kill,TRPN1 ag,TRPML3 ag
Cc1ccccc1NC(=O)CSc1nnc(Cc2cccn2C)n1-c1ccc(F)cc1,-4.7,-15.1,-25.3,-0.827,4.7,-0.5,15.4,0.2,0.6
COc1cccc(C2=NOC(C(=O)NC3CCCCC3)C2)c1 (stereo not drawn),-7.1,0.5,-13.5,-0.121,32.3,12.7,14.6,0.0,-0.4
CC1CC(C)CN(CCCNC(=O)Cn2ncn3cccc3c2=O)C1 (stereo not drawn),-7.6,-22.9,-7.5[20 µM],0.892,-12.2,-24.9,15.0,-0.1,1.2
O=C(COC(=O)C12CC3CC(CC(C3)C1)C2)NCCCc1ccccc1,-8.3,2.9,-9.3,-3.04,-6.6,19.2,20.5,0.5,-0.8
O=C(Nc1ccccc1F)Nc1cc(S(=O)(=O)N2CCOCC2)ccc1N1CCCC1,-11.3,4.4,-22.7,0.264,-3.3,-23.8,4.5,-0.9,0.7
Cc1ccc(S(=O)(=O)Nn2c(O)c(C=C3N=c4ccccc4=N3)sc2=S)cc1,6.1,-6.6,-30.7,-1.58,2.9,27.9,-8.1,1.8,-0.2
CCCCCC(=O)NC(=S)Nc1cccc(C(C)=O)c1,-6.2,-6.6,-23.4,1.53,0.9,21.0,21.0,-1.6,-0.4
O=C1CC(c2cccc(Cl)c2)CC(O)=C1C=NC1CCCC1 (stereo not drawn),1.4,-8.3,-22.9,0.00302,3.5,17.4,-12.7,-0.1,0.9
COC(=O)c1c(NC(=O)CN2CCN(S(=O)(=O)c3ccccc3)CC2)sc2c1CCC(C)C2 (stereo not drawn),-2.0,-61.2,-26.3,0.346,-11.9,-23.3,-0.5,1.2,0.5
CC(C)c1ccc2c(c1)C(c1ccc(N3CCOCC3)cc1)=NNC(c1cccs1)=N2,-2.9,-1.4,-8.7[20 µM],-0.181,-32.6,-107.2,20.9,1.5,-0.3
COc1ccc(/C=N/Nc2nc(Nc3ccccc3)nc(N3CCCC3)n2)cc1,-8.9,-5.3,-26.8,0.107,-2.5,-17.5,4.3,-0.3,-0.2
O=C(O)CCSc1nnc(COc2cccc3cccnc23)n1-c1ccccc1,-3.0,-14.8,-13.4,0.0245,-4.8,-21.9,-2.0,-0.2,0.8
Cc1c([N+](=O)[O-])cc(C(=O)Nc2ccc(Cc3ccncc3)cc2)cc1[N+](=O)[O-],-4.8,-10.0,-12.7,-1.5,24.3,19.9,-1.6,7.1,0.4
Cc1cc(C(F)F)n2ncc(C(=O)N3CCCCC3)c2n1,0.6,-20.3,-10.1[20 µM],0.49,-7.7,-15.3,35.6,0.1,0.8
Cc1cc(-c2nnc(CCC(=O)N(C)Cc3cccc4ccccc34)o2)no1,-5.9,-9.2,-3.9,-1.5,3.0,21.6,-10.6,0.0,-0.3
CC(C(=O)Nc1cccnc1)n1cc([N+](=O)[O-])cn1 (stereo not drawn),-2.6,-4.6,-22.5,1.51,-7.7,4.8,11.2,0.8,0.7
Cc1ccc(-c2csc3nnc(SCC(=O)N4CCN(Cc5ccccc5)CC4)n23)cc1,-1.8,-16.8,-19.5,-0.743,-2.4,-88.0,-8.4,2.1,-1.1
COc1ccccc1NC(=S)NCC1CCCO1 (stereo not drawn),2.0,-16.8,-6.3,1.4,-3.5,-11.9,-0.4,0.2,0.8
CCn1c2ccccc2c2cc(CN3CCN(S(=O)(=O)CC)CC3)ccc21,2.8,-5.8,-0.5,0.417,-7.6,-9.9,-3.8,1.0,0.7
CCOC(=O)N1CCN(C(=O)c2ccccc2NC(=O)c2ccc(OC)cc2)CC1,2.4,-14.0,-15.0[20 µM],x,-1.9,-18.7,16.2,0.5,0.7
Cc1cc(NC(=O)COC(=O)c2ccco2)no1,1.4,1.4,-20.8,0.24,-1.3,-2.3,6.5,1.9,0.1
CCCC(=O)NCc1ccncc1,1.3,-20.7,-26.3,0.282,1.9,-18.0,12.5,1.1,0.6
CCC(=O)NC(Nc1cccc(C)n1)(C(F)(F)F)C(F)(F)F,0.9,-12.7,-23.7,0.228,3.2,-24.8,10.7,-0.7,-0.3
COc1ccc2[nH]c(C)c(CCN(Cc3cccs3)C(=S)Nc3ccccc3OC)c2c1,-0.5,-6.8,-17.7,x,-9.1,-6.8,8.5,1.5,-0.1
COc1ccc(C(=O)N2CCC(C(=O)c3c(C)cc(C)cc3C)CC2)cc1,-5.9,-6.6,-5.3,-0.489,-7.3,21.0,-6.4,1.3,0.1
SMILES,thrombin 1536,EBV gp42 block,Furin inhibitor,Cl transport mod,TbHK1 inh,m-calpain inh,PPC-1+TRAIL kill,TRPN1 ag,TRPML3 ag
C/C(=N\NS(=O)(=O)c1ccc(Cl)c([N+](=O)[O-])c1)c1ccc(C)o1,3.5,-3.1,-16.5[20 µM],0.0659,-17.5,-2.3,1.8,-0.6,0.9
CCCNC(=O)C1CCN(S(=O)(=O)c2cccc3nonc23)CC1,-5.3,-7.7,-13.0,-1.01,-3.1,-29.9,8.5,1.0,1.2
O=C(CSc1nc2ccccc2c(=O)n1CCCN1CCOCC1)Nc1cccc(S(=O)(=O)N2CCCCCC2)c1,-5.4,9.3,-13.6,0.602,-11.9,-48.5,24.4,-3.1,0.1
CC(=O)C1=NOC(CNC(=O)c2c(-c3ccccc3Cl)noc2C)C1 (stereo not drawn),2.4,-3.9,-21.6[20 µM],x,-4.8,22.8,-7.4,1.3,0.8
Cc1ccc(C(=O)N2CCC(Cc3ccccc3)CC2)cc1[N+](=O)[O-],-3.4,4.2,-7.5,-5.68*,-4.3,8.6,20.6,-1.4,0.9
Cc1ccc(N2C(S)=C(C#N)C(=O)NC2c2cccs2)cc1 (stereo not drawn),-4.0,-21.1,-12.6,-1.06,23.2,-16.8,33.6,0.3,0.0
Cc1cc(C)nc(SCc2cccc(C(=O)O)c2)n1,-12.4,-30.6,-8.7[20 µM],0.837,4.7,7.1,-5.7,0.6,0.2

# Bioassay records (PubChem BioAssay)
